GRP78 ERSR act: qHTS for Inducers of the Endoplasmic Reticulum Stress Response (ERSR) in Human Glioma: qHTS; Potency, µM, without a hit: at the highest dose activation, usual class: activators; U87-MG GRP78 promoter luciferase reporter, 16 h; hit rate 0.02% among 420,000; active = well fitted activation curve with a large enough effect; inconclusive = small, poorly fitted or top-dose-only effect; inactive = no such curve, though single readings can be large or run the other way; also: series mostly up to about 76 µM; % of control where 0% means no effect; nearly all actives have a fitted effect of over 35% in size
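ERSR induction read as luciferase luminescence (Bright-Glo, 10 min at room temperature) in stably transfected human U87-MG glioma cells exposed to compounds for 16 h, using GRP78 as sensor.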
Starred values were filed as active, the others as inactive; ? = inconclusive; & = joins results of further samples. Potency is read from the fitted curve at half-maximal effect. These rows are one share of the data, so the mix of outcomes need not match the whole.

SMILES	GRP78 ERSR act
CC(=O)OC1CC(OC(C)=O)[C@]2(C)C(CC(OC(C)=O)[C@]3(C)C2CC[C@@]2(C)C(c4ccoc4)OC(=O)C4O[C@]432)C1(C)C (some centres not stated)	-3%
COc1cccc(Cn2c(=O)c(-c3ccccc3)nc3cnc(OC)nc32)c1	-3%
C/C(CCN1CCCc2nc(C)c(C)cc21)=N\OC[C@@H](O)[C@@H]1O[C@@H]2OC(C)(C)O[C@@H]2[C@H]1O	-4%
C[C@@]12CCC3c4ccc(O)cc4CCC3C1CCC2O (some centres not stated)	-3%
CCOC(=O)C(CCc1ccccc1)NC(C)C(=O)N1CCCC1C(=O)O (configuration not stated)	-4%
COc1ccccc1CNc1cc(-c2ccccc2CN(C)C)ncn1	-2%
Cn1c(=O)c(-c2ccc(F)cc2)nc2cncnc21	0%
CS(=O)(=O)Nc1cccc(-c2nc(N3CCOCC3)c3ccccc3n2)c1	1%
CO[C@H]1COC(=O)[C@H](C)COC(=O)[C@H](C)NC(=O)C/C=C\[C@H]1C	-3%
CC(C)c1c(C(=O)NC(c2cccnc2)C(F)(F)F)cnn1-c1nccc(-c2cccs2)n1 (configuration not stated)	-5%
CC1=C(/C=C/C(C)=C/C=C/C(C)=C/C=C/C=C(C)/C=C/C=C(C)/C=C/C2=C(C)C(=O)CCC2(C)C)C(C)(C)CCC1=O	1%
COc1ccc(Oc2ncc3nc(CCc4ccccc4)c(=O)n(CCC#N)c3n2)cc1	-4%
O=C(Nc1cccc(C(F)(F)F)c1)Nc1cc(Cl)ccc1C(=O)O	-5%
O=C(NCCN1CCOCC1)c1cnn(-c2nccc(-c3ccccc3C(F)(F)F)n2)c1C1CC1	-4%
COc1cc(/C=C/C(=O)c2cccs2)cc(OC)c1OC	-8%

In the list so far, these contain sulfur:
SMILES	GRP78 ERSR act
CS(=O)(=O)Nc1cccc(-c2nc(N3CCOCC3)c3ccccc3n2)c1	1%
CC(C)c1c(C(=O)NC(c2cccnc2)C(F)(F)F)cnn1-c1nccc(-c2cccs2)n1 (configuration not stated)	-5%
COc1cc(/C=C/C(=O)c2cccs2)cc(OC)c1OC	-8%

The listing picks up with the five entries that preceded the break.
SMILES	GRP78 ERSR act
CC1=C(/C=C/C(C)=C/C=C/C(C)=C/C=C/C=C(C)/C=C/C=C(C)/C=C/C2=C(C)C(=O)CCC2(C)C)C(C)(C)CCC1=O	1%
COc1ccc(Oc2ncc3nc(CCc4ccccc4)c(=O)n(CCC#N)c3n2)cc1	-4%
O=C(Nc1cccc(C(F)(F)F)c1)Nc1cc(Cl)ccc1C(=O)O	-5%
O=C(NCCN1CCOCC1)c1cnn(-c2nccc(-c3ccccc3C(F)(F)F)n2)c1C1CC1	-4%
COc1cc(/C=C/C(=O)c2cccs2)cc(OC)c1OC	-8%
OCC1OC([S-])[C@H](O)C(O)C1O.[Au+] (some centres not stated)	3%
O=P(O)(O)OC[C@H](O)CO	0%
C/C(CCN1CCCc2nc(C)c(C)cc21)=N\O[C@@H](C)c1cn([C@@H]2COC[C@@H]2O)nn1	-5%
COc1ccccc1[C@@H]1C(c2ccc(F)cc2)=NN(c2ccc(Br)cc2)[C@H]1C(=O)N1CCOC1=O	-3%
C#CCCCO/N=C1/C[C@@H](O)[C@@H](O)[C@@H]2[C@@H]3C(=O)N(c4cccc(Oc5ccccc5)c4)C(=O)[C@H]3CC[C@H]12	-4%
CC(N)C(O)c1cccc(O)c1 (configuration not stated)	-3%
CCC(=O)NC1Cc2ccccc2C(c2ccccc2)C1 (configuration not stated)	-4%
Cc1c(O)cc2c(c1C)O[C@](C)(CCC[C@H](C)CCC[C@H](C)CCCC(C)C)CC2	-2%
c1ccc2c(CCC3CCNCC3)c[nH]c2c1	-3%
Cc1ccccc1C1(CC(=O)N2CCCCC2C)CC(=O)N(Cc2cccnc2)C1=O (configuration not stated)	-5%
C=CC1=C(C)C2=NC1=CC1=NC(=CC3=NC(=CC4=NC(=C2)C(C)=C4CCC(=O)O)C(CCC(=O)O)=C3C)C(C=C)=C1C.[Zn]	-4%
COc1ccccc1-c1ccc(C(=O)NCCN2CCOCC2)c(N2CCN(c3ccccc3F)CC2)n1	-5%
CCO[C@@H](Cc1ccc(OCCc2ccc(OS(C)(=O)=O)cc2)cc1)C(=O)O	-5%
Cc1nc(N=Nc2cc(S(=O)(=O)O)ccc2S(=O)(=O)O)c(COP(=O)(O)O)c(C=O)c1O	-1%
COc1ccc(-n2c(=O)cnc3cnc(Oc4cccc(Cl)c4)nc32)cc1	-3%
O=P(O)(O)OP(=O)(O)OP(=O)(O)O	-6%
CC(=O)NCCNc1ncnc2ccc(-c3cccc(NS(C)(=O)=O)c3)cc12	-2%
COC(=O)[C@@H]1CCCN1C(=O)c1c(OC)cc(=O)n2c1CCN(Cc1cc(OC)ccc1F)CC2	-3%
CC(C)=NOC[C@@H](O)COCc1ccco1	-4%
COc1cc(O)c(C(=O)/C=C/c2ccc(O)c(OC)c2)c(OC)c1	-10%
COc1cccc(/C=C/C2=CC3(C)CC2(C)C(c2cccc(OC)c2)CC3=O)c1 (configuration not stated)	-5%
CCCN(C/C=C/I)C1CCc2cccc(O)c2C1 (configuration not stated)	-5%
c1ccc(-c2ccc(N3CC4(CCNCC4)C3)cc2)cc1	-10%
O=c1c(-c2ccccc2)nc2cnc(N3CCNCC3)nc2n1-c1ccccc1	-1%
CSCC[C@H](NC(=O)CNC(=O)CNC(=O)[C@H](CO)NC(=O)[C@H](CCCNC(=N)N)NC(=O)[C@H](CO)NC(=O)[C@H](CC(C)C)NC(=O)[C@H](CC(C)C)NC(=O)CNC(=O)[C@H](C)NC(=O)[C@H](CC(C)C)NC(=O)[C@H](CCCNC(=N)N)NC(=O)[C@H](Cc1cnc[nH]1)NC(=O)[C@@H](NC(=O)[C@@H](N)C(C)C)[C@@H](C)O)C(=O)N[C@H](C(=O)N[C@@H](CCCCN)C(=O)N[C@@H](CO)C(=O)N[C@@H](CC(N)=O)C(=O)N[C@@H](Cc1ccccc1)C(=O)N[C@H](C(=O)N1CCC[C@H]1C(=O)N[C@H](C(=O)N[C@@H](CC(N)=O)C(=O)N[C@H](C(=O)NCC(=O)N[C@@H](CO)C(=O)N[C@@H](CCCCN)C(=O)N[C@@H](C)C(=O)N[C@@H](Cc1ccccc1)C(N)=O)C(C)C)[C@@H](C)O)C(C)C)C(C)C	-8%
O=C(c1ccco1)N1CCC2(CC1)CCN(c1ncccn1)CC2	0%
CC(=O)NC1C(OC2OC(CC(O)C3OC([N+]4=CCC(=O)NC4=O)C(O)C3O)C(O)C(O)C2NC(=O)/C=C/CCCCCCCCC(C)C)OC(CO)C(O)C1O (configuration not stated)	?
O=c1n(Cc2cc3c(cc2Cl)OCO3)c(=O)n2n1CC[C@H]1/C(=N\OC[C@@H](O)COCc3ccco3)[C@H]3O[C@@H]3[C@@H](O)[C@@H]12	-3%
Cc1ccccc1-c1nccc(Nc2ccc(F)cc2)n1	8%
CC(=O)N1CCC[C@@]2(CCN(c3ccccc3)C2)C1	0%
O=C1C(c2ccccn2)=[N+]([O-])c2ccccc21	-4%
CNC[C@@H](O)[C@@H](O)[C@H](O)[C@H](O)CO	-2%
C[C@@H]1O[C@H](O[C@@H]2[C@H](C)O[C@H](O[C@@H]3[C@H](C)O[C@H](O[C@H]4CC[C@]5(C)[C@@H](CC[C@@H]6[C@H]5C[C@@H](O)[C@]5(C)[C@@H](C7=CC(=O)OC7)CC[C@]65O)C4)C[C@@H]3O)C[C@@H]2O)C[C@H](O)[C@@H]1O	-6%
CN1CCN(c2ccnc(-c3cccnc3)n2)CC1	-3%
COC(=O)[C@H](C)NC(=O)C/C=C\[C@@H](C)CO	-5%
CC(C)CO/N=C1/C[C@@H](O)[C@@H](O)[C@@H]2[C@@H]3C(=O)N(C(C)(C)C)C(=O)[C@H]3CC[C@@H]12	-1%
Oc1ccc2c(c1)OCC1c3cc4c(cc3OC21)OCO4 (configuration not stated)	-2%
Cc1ccccc1-c1ccc(CN2CCc3nnc(C(NS(C)(=O)=O)C(C)C)n3CC2)cc1 (configuration not stated)	-3%
CC(=O)N[C@@H](CSC/C=C(\C)CCC=C(C)C)C(=O)O	-1%&-3%
O=C1C=CC2(OCCCO2)C(Br)=C1	-2%
CCC(C)C(NC)C(=O)O (configuration not stated)	-1%
c1ccc(CNc2ncnc3ccc(-c4ccc5c(c4)OCO5)cc23)cc1	3%
COc1cc(=O)n2c(c1C(=O)NCc1ccco1)CCN(C(=O)c1c(F)ccc(F)c1F)CC2	2%
CN(C)c1ccc(-c2nccc(NCc3cccs3)n2)cc1	-7%
CC1=C(/C=C/C(C)=C/C=C/C(C)=C\CO)C(C)(C)CCC1	-3%

Part of the list above in order of SMILES length, smallest number first.
SMILES	GRP78 ERSR act
CCC(C)C(NC)C(=O)O (configuration not stated)	-1%
COC(=O)[C@H](C)NC(=O)C/C=C\[C@@H](C)CO	-5%
CC(=O)N[C@@H](CSC/C=C(\C)CCC=C(C)C)C(=O)O	-1%&-3%

Other results follow.
SMILES	GRP78 ERSR act
NCC1CCC(N)C(O[C@@H]2C(O)[C@H](O[C@H]3OC(CO)C(O)C(N)C3O)[C@@H](N)C[C@H]2N)O1 (some centres not stated)	-3%
C[C@H](N)C(=O)N[C@@H](Cc1ccc(F)cc1)C(=O)N[C@@H](CCCN=C(N)N)C(=O)N[C@@H](CC1CCCCC1)C(=O)N[C@@H](CCCCN=C(N)N)C(=O)N[C@@H](Cc1ccc(O)cc1)C(N)=O	-9%
CCNc1ncc2nc(C)c(=O)n(-c3ccc(OC)cc3)c2n1	-2%
N=C(N)n1cccn1	-4%
COC(=O)C1CCN(Cc2ccc3c(c2)CN(C(=O)C2Cc4ccccc4O2)CCO3)CC1 (configuration not stated)	-7%
CC(=O)c1ccc(F)c(-c2cc(C)cc3c2OC(CNC(=O)Cc2ccc4c(c2)OCO4)C3)c1 (configuration not stated)	-5%
COc1ccc(C(=O)NCCc2nnc3n2CCN(CC2CC=CCC2)CC3)cc1 (configuration not stated)	-5%
CN1C[C@H](C(=O)N[C@]2(C)O[C@@]3(O)C4CCCN4C(=O)[C@H](Cc4ccccc4)N3C2=O)C[C@@H]2c3cccc4[nH]cc(c34)C[C@H]21 (some centres not stated)	-2%
CC1(C)CC2C1CCC1(C)OC2(C)CCC1O (configuration not stated)	-1%
COC(=O)NC(/C(C(=O)OC)=C(\C)NCc1ccccc1)c1cccc(C)c1 (configuration not stated)	-3%
CCCCCC(CC(=O)O)C(=O)O (configuration not stated)	-6%
CC1(C)C(=O)CC[C@@]2(C)C1CC(O)[C@@]1(C)C3=CC(=O)OC(c4ccoc4)[C@]3(C)CCC21 (some centres not stated)	-5%
CS(=O)(=O)Nc1cccc(-c2cncnc2Nc2ccccc2)c1	-4%
COc1cccc2c1CCCC2CCCN1CCN(C2CCCCC2)CC1 (configuration not stated)	-6%&1%
CNc1ncncc1-c1ccccc1CN(C)C	0%
COc1cccc(-c2ccnc(-n3ncc(C(=O)NCc4cccnc4)c3C3CC3)n2)c1	-1%
COc1ccc(C(=O)NCc2nc(-c3cccc(NC(=O)c4ccc(C)s4)c3)oc2C)cc1	-5%
Nc1ncnc2[nH]c(=O)[nH]c12	-7%
COc1ccccc1-c1cncnc1N1CCN(C)CC1	-3%
COCCOC(=O)C1=C(C)NC(C)=C(C(=O)OC(C)C)[C@H]1c1cccc([N+](=O)[O-])c1	-4%
O=C(N/N=C1/C[C@@H](O)[C@@H](O)[C@@H]2[C@@H]3C(=O)N(Cc4ccccc4)C(=O)[C@H]3CC[C@@H]12)OCc1ccccc1	-5%
C[C@H]1C=C2C=C[C@H](C)[C@H](CC[C@@H]3C[C@@H](O)CC(=O)O3)[C@H]2[C@@H](OC(=O)[C@@H](C)CCO)C1	2%
COc1ccc(CCN2CCC[C@H](CN3CCc4cc(OC)c(OC)cc4CC3=O)C2)cc1OC	-1%
O=C(c1ccco1)N1CCC[C@@]2(CCN(Cc3ccccc3)C2)C1	-4%
COC(=O)c1cc(CNC(=O)c2ccncc2)cc(NC(=O)c2ccccc2Cl)c1	-3%
O=C(N/N=C1/C[C@@H](O)[C@@H](O)[C@@H]2[C@@H]3C(=O)N(c4cccc(Oc5ccccc5)c4)C(=O)[C@H]3CC[C@H]12)OCc1ccccc1	-2%
CCCCCCCC/C=C\CCCCCCCC(=O)OC[C@@H](O)COP(=O)(O)O	-3%
FC(F)(F)c1cc(CN2CCCC3(CCNCC3)C2)cc(C(F)(F)F)c1	-4%
c1ccc(CNc2ncncc2-c2ccc3c(c2)OCO3)cc1	-1%
CC(C)C1=CC2=CCC3[C@@](C)(CCC[C@@]3(C)C(=O)O)C2CC1 (some centres not stated)	7%
CCOc1ccccc1-c1ccc(C(=O)O)o1	-5%
Cc1ccccc1C1CC(=O)Oc2cc(C)c(Br)c(C)c21 (configuration not stated)	-1%
CCC/C=C/C1C(=O)C2OC2C2(OCC(CC)(CC)CO2)C1CO (configuration not stated)	-6%
C=CCC1CCC(=O)N2CCCC12 (configuration not stated)	-3%
Cc1nc(C)c(C(=O)N2CCc3c(cnc(C)c3CNC(=O)c3cncs3)C2)s1	-4%
COc1ccc2c(c1)NC(=O)C2CC(=O)N1CCOc2c(cc(-c3cnc4ccccc4c3)cc2OC)C1 (configuration not stated)	-7%
Fc1ccc(C2=NCCC(c3ccccc3)O2)cc1 (configuration not stated)	0%
CNc1nc(-c2ccccc2CN(C)C)nc2ccccc12	1%

Screens (PubChem)
